Screening results deposited in PubChem BioAssay by NCI.
NCI-60 one-dose screen, 48 h, at 10 µM unless noted. Numbers give growth in % (100 = growth as untreated, 0 = no growth, -100 = all killed).
OVCAR-5: OVCAR-5 ovarian cancer. 82,000 tested, 2.9% active
NCI-H226: NCI-H226 lung cancer. 79,000 tested, 3.5% active. AID 1794732
NCI-H522: NCI-H522 lung cancer; 78,000 tested, 8% active
NCI-H322M: NCI-H322M lung cancer; 80,000 tested, 2.7% active
NCI/ADR-RES: NCI/ADR-RES ovarian cells; 81,000 tested, 4.4% active
NCI-H23: NCI-H23 lung cancer; 80,000 tested, 4% active
OVCAR-3: OVCAR-3 ovarian cancer. 79,000 tested, 7% active
OVCAR-8: OVCAR-8 ovarian cancer | 81,000 tested, 4.4% active
NCI-H460: NCI-H460 lung cancer | 82,000 tested, 6.8% active | AID 1794736
Active calls of the source: *; / = no result given; & = joins results of further samples; [ ] = dose if it differs, or a comment. Rule for the calls: active = growth percent below 10; inactive = the rest.

SMILES | OVCAR-5 | NCI-H226 | NCI-H522 | NCI-H322M | NCI/ADR-RES | NCI-H23 | OVCAR-3 | OVCAR-8 | NCI-H460
CC(C)CC(C)(C[N+](=O)[O-])C[N+](=O)[O-] | 96 | 105 | 104 | 108 | 104 | 105 | 116 | 106 | 102
C=C1c2c(C)nn(-c3ccc(C)cc3)c2N(C)C23C[C@H]1C1(C)c4c(C)nn(-c5ccc(C)cc5)c4N(C)C(C)(C[C@H]12)C3 (some centres undefined) | 90 | 104 | 75 | 103 | 100 | 102 | 106 | 96 | 100
Nc1cnc2ccccc2n1 | 105 | 94 | 103 | 107 | 108 | 97 | 106 | 95 | 103
O=S(=O)(NCCCNc1nccc(-n2ccc3cccnc32)n1)c1ccc(Br)cc1 | 107 | 96 | 93 | 103 | 101 | 108 | 112 | 103 | 105
CS(=O)(=O)Nc1ccc(C(=O)N=Nc2c(O)[nH]c3ccc([N+](=O)[O-])cc23)cc1 | 107 | 100 | 102 | 107 | 102 | 99 | 117 | 104 | 109
Clc1nc(Cl)c(C2CC(c3ccc(Br)cc3)=NN2c2ccccc2)s1 (centres undefined) | 90 | 54 | 85 | 81 | 96 | 95 | 95 | 93 | 109
O=C(O)CCSSc1ccccc1 | 104 | 104 | 97 | 114 | 107 | 108 | 106 | 106 | 101
ClC1(c2ccc(-c3ccccc3)cc2)c2ccccc2-c2ccccc21 | 90 | 83 | 93 | 98 | 92 | 98 | 98 | 101 | 99
COC(=O)Cc1[nH]c(Cl)nc1C(=O)OC | 117 | 92 | 95 | 108 | 104 | 104 | 105 | 105 | 100
CC(=O)O[C@H]1C[C@@]2(C)[C@@H](C[C@@H](O)C3[C@]2(C)CC[C@H]2[C@H](C)[C@H](O)CC[C@]32C)/C1=C(/CCC=C(C)C)C(=O)O (some centres undefined) | 100 | 92 | 98 | 89 | 104 | 92 | 120 | 104 | 120

4 of the compounds above, with each value named:
Clc1nc(Cl)c(C2CC(c3ccc(Br)cc3)=NN2c2ccccc2)s1 (centres undefined)
  OVCAR-5 = 90 | NCI-H226 = 54 | NCI-H522 = 85 | NCI-H322M = 81 | NCI/ADR-RES = 96 | NCI-H23 = 95 | OVCAR-3 = 95 | OVCAR-8 = 93 | NCI-H460 = 109

ClC1(c2ccc(-c3ccccc3)cc2)c2ccccc2-c2ccccc21
  OVCAR-5 = 90 | NCI-H226 = 83 | NCI-H522 = 93 | NCI-H322M = 98 | NCI/ADR-RES = 92 | NCI-H23 = 98 | OVCAR-3 = 98 | OVCAR-8 = 101 | NCI-H460 = 99

O=C(O)CCSSc1ccccc1
  OVCAR-5 = 104 | NCI-H226 = 104 | NCI-H522 = 97 | NCI-H322M = 114 | NCI/ADR-RES = 107 | NCI-H23 = 108 | OVCAR-3 = 106 | OVCAR-8 = 106 | NCI-H460 = 101

CS(=O)(=O)Nc1ccc(C(=O)N=Nc2c(O)[nH]c3ccc([N+](=O)[O-])cc23)cc1
  OVCAR-5 = 107 | NCI-H226 = 100 | NCI-H522 = 102 | NCI-H322M = 107 | NCI/ADR-RES = 102 | NCI-H23 = 99 | OVCAR-3 = 117 | OVCAR-8 = 104 | NCI-H460 = 109

(cont.)
SMILES | OVCAR-5 | NCI-H226 | NCI-H522 | NCI-H322M | NCI/ADR-RES | NCI-H23 | OVCAR-3 | OVCAR-8 | NCI-H460
COc1ccc(S(=O)(=O)n2cc(C3OC(c4cc(OC)c(OC)c(OC)c4)=NN3C(C)=O)c3ccccc32)cc1OC (centres undefined) | 86 | 93 | 84 | 98 | 82 | 79 | 112 | 81 | 97
O=Cc1cccc[n+]1Cc1ccc2c(c1)OCO2 | 104 | 99 | 85 | 95 | 105 | 95 | 102 | 100 | 106
O=C(c1ccccc1)c1ccc(N2C(=O)C3C4c5ccccc5C(/C=C/C(=O)c5cccs5)(c5ccccc54)C3C2=O)cc1 (centres undefined) | 77 | 68 | 80 | 92 | 69 | 87 | 80 | 60 | 86
CCCCSCCCOC(C)=O | 105 | 108 | 99 | 86 | 110 | 115 | 112 | 98 | 105
COC(=O)c1nc(-c2ccc(C)cc2)oc1S(=O)(=O)c1cccc(OC)c1 | 92 | 87 | 34 | 93 | 103 | 93 | 78 | 93 | 104
CC(=O)c1ccc(N=C(C#N)C2=C(O)c3ccccc3C2=O)cc1 | 119 | / | 79 | 100 | 105 | 104 | 112 | 103 | 101
Cc1ccc(S(=O)(=O)CCCl)cc1 | 101 | 108 | 113 | 128 | 105 | 102 | 131 | 101 | 105
CC(=O)Nc1ccc(S(=O)(=O)N(c2nccnc2Cl)S(=O)(=O)c2ccc(NC(C)=O)cc2)cc1 | 114 | 102 | 94 | 100 | 113 | 103 | 114 | 109 | 110
CCCCc1oc2ccc([N+](=O)[O-])cc2c1C(=O)c1ccc(C#Cc2ccccc2)cc1 | 92 | 92 | 78 | 94 | 96 | 82 | 100 | 98 | 84
COc1ccc(Cl)cc1N1CC(c2nc3ccccc3n2Cc2c(F)cccc2Cl)CC1=O (centres undefined) | 106 | 77 | 61 | 67 | 70 | 83 | 71 | 73 | 89
CC(C)N(Cc1ccccc1)c1c(Cl)ssc1=O | 107 | 101 | / | 109 | 107 | 106 | 93 | 87 | 109
Cn1c2ccccc2c2nc3ccccc3c(Cl)c21 | / | 82 | 90 | 91 | 95 | 91 | 109 | 86 | 82
COc1ccccc1C1OC2=C(Nc3ccc([N+](=O)[O-])cc3N2)C1=O (centres undefined) | 112 | 95 | 75 | 107 | 90 | 91 | 94 | 92 | 99
CN1C(=O)C2(Nc3cc(Cl)ccc3-c3ccnn32)c2cc(Cl)ccc21 (centres undefined) | 108 | 77 | 93 | 102 | 80 | 86 | 88 | 92 | 99
O=C(n1ccnc1)C(F)(F)C(F)(F)F | 120[100 µM] | 99[100 µM] | 106[100 µM] | 105[100 µM] | 104[100 µM] | 107[100 µM] | 117[100 µM] | 112[100 µM] | 108[100 µM]
N#C/C=C/c1ccco1 | 102 | 96 | 90 | 94 | 107 | 103 | 104 | 110 | 110
CCN(CC)c1ccc(/C=C/C(=O)c2ccc(Nc3nc(Nc4ccccc4)nc(Nc4ccccc4)n3)cc2)cc1 | 71 | 64 | 47 | 62 | 39 | 62 | 46 | 44 | 25
OC(COc1cccc2ccccc12)CN1CCN(c2ccc(Cl)cc2)CC1 (centres undefined) | 87&84 | 111&92 | 86&109 | 102&90 | 83&89 | 87&85 | 116&83 | 87&80 | 95&49
Clc1ccc(-c2nc(-c3c[nH]c4ccccc34)cs2)cc1 | 97 | 97 | 79 | 79 | 86 | 89 | 90 | 96 | 99
CC1=COC(C)(COC(=O)C2(C)CCC(C)=CO2)CC1 (centres undefined) | 115 | 102 | 85 | 116 | 107 | 103 | 155 | 110 | 109
O=C1NCCCn2nc3c(c21)CC(NCc1ccc(Cl)cc1)CC3 (centres undefined) | 104 | 109 | 92 | 107 | 102 | 97 | 107 | 102 | 108
CC(=O)N(C(C)=O)c1ccc2c(c1)Cc1ccccc1-2 | 100 | 84 | 79 | 95 | 103 | 96 | 114 | 104 | 109
Cc1ccc(S(=O)(=O)n2cc(C(=O)C(=O)Nc3ccncc3)c3ccccc32)cc1 | 58 | 64 | 1.7* | 95 | 5.2* | 36 | -12* | 43 | 80
O=C(Nc1ccc(Cl)c(Cl)c1)Nc1nccnc1OCc1ccc(Cl)cc1 | 72 | 78 | 76 | 80 | 100 | 88 | 107 | 93 | /
Cc1cc2oc(/C=C/c3ccccc3)cc(=O)c2c(C)c1Cl | 104 | 103 | 94 | 110 | 98 | 89 | 108 | 100 | 105
COc1ccc(CSC(=N)N)cc1 | 111 | 119 | 94 | 110 | 111 | 113 | 125 | 102 | 108
Cn1cc(-c2nc(N)nnc2-c2cncc(Br)c2)c2ccccc21 | 96 | 86 | 83 | 89 | 92 | 101 | 130 | 102 | 102
O=c1[nH]c(NCc2ccccn2)nc2c3c(sc12)CCCC3 | 110 | 85 | 92 | 99 | 93 | 96 | 100 | 99 | 106
CN1CCN(C(=O)[C@@]2(C)CC[C@]3(C)CC[C@]4(C)C(=CC[C@@H]5[C@@]6(C)C/C(=C/c7ccncc7)C(=O)C(C)(C)[C@@H]6CC[C@]54C)[C@@H]3C2)CC1 | 88 | 89 | 69 | 80 | 62 | 59 | 51 | 51 | 24
COc1ccc2[nH]c(C(=O)OCc3ccc4cccc(O)c4n3)cc2c1 | -67* | -68* | -67* | 63 | -19* | -3.8* | -85* | 0.9* | 7.3*

Part of the list above, reformatted:
canonical_smiles	OVCAR-5	NCI-H226	NCI-H522	NCI-H322M	NCI/ADR-RES	NCI-H23	OVCAR-3	OVCAR-8	NCI-H460
O=c1[nH]c(NCc2ccccn2)nc2c3c(sc12)CCCC3	110	85	92	99	93	96	100	99	106
Cc1cc2oc(/C=C/c3ccccc3)cc(=O)c2c(C)c1Cl	104	103	94	110	98	89	108	100	105
Cn1cc(-c2nc(N)nnc2-c2cncc(Br)c2)c2ccccc21	96	86	83	89	92	101	130	102	102
O=C1NCCCn2nc3c(c21)CC(NCc1ccc(Cl)cc1)CC3 (centres undefined)	104	109	92	107	102	97	107	102	108

Further records follow:
SMILES | OVCAR-5 | NCI-H226 | NCI-H522 | NCI-H322M | NCI/ADR-RES | NCI-H23 | OVCAR-3 | OVCAR-8 | NCI-H460
CC(C)N(C(C)C)P(=O)(OP(=O)(c1ccc([N+](=O)[O-])cc1)N(C(C)C)C(C)C)c1ccc([N+](=O)[O-])cc1 (centres undefined) | 91 | 99 | 86 | 89 | 101 | 93 | 114 | 97 | 102
Cc1ccnc(NS(=O)(=O)c2ccc(NC(=O)CSc3nc4ccccc4c(=O)n3-c3ccc(Cl)cc3)cc2)n1 | 102 | 96 | 92 | 106 | 102 | 103 | 113 | 97 | 104
CNC(=O)c1cc(Oc2ccc3nc(NC(=O)c4cc(N5CCOCC5)cc(C(F)(F)F)c4)sc3c2)ccn1 | 97 | 85 | 82 | 89 | 80 | 88 | / | 65 | 67
CCS(=O)(=O)c1nnc2n(Cc3ccccc3)c(=O)c3c(C)c(C(N)=O)sc3n12 | 112 | 109 | 71 | 94 | 99 | 94 | 77 | / | 110
Clc1ccc(-c2cn3ccnc3c(-c3ccc4ncn(C5CCCCC5)c4c3)n2)cc1 | 99 | 81 | 80 | 100 | 89 | 96 | 89 | 96 | 96
O=C(Cc1nc2ccc([N+](=O)[O-])cc2nc1CC(=O)c1ccccc1)c1ccccc1 | 90 | 68 | 32 | 61 | 30 | 44 | 60 | 50 | 53
COc1cc(CN(Cc2ccccc2)c2c(NC3CCCCC3)oc(=O)c3ccccc23)cc(OC)c1OC | 95 | 97 | 79 | 111 | 101 | 111 | 119 | 98 | 102
NC(=O)N(c1ccccc1)c1ccccc1 | 105 | 101 | 107 | 105 | 105 | 104 | 109 | 106 | 100
COc1ccc(C2=NN(C(=O)c3cc(OC)c(OC)c(OC)c3)C(c3ccc(Cl)cc3)C2)cc1OC (centres undefined) | 41 | 58 | 4.9* | 56 | -36* | -7.6* | -35* | 34 | 14
Fc1ccc(F)c(CNc2nc(SCCN3CCOCC3)nc3c2cnn3CC(Cl)c2ccc(Br)cc2)c1 (centres undefined) | 63 | 16 | 38 | 75 | 23 | 40 | 45 | 32 | 6.7*
C=C(C)[C@@H]1CC[C@]2(C(=O)NCC(=O)OC)CC[C@]3(C)[C@H](CC[C@@H]4[C@@]5(C)CCC(=O)C(C)(C)[C@@H]5CC[C@]43C)[C@@H]12 | 97 | 60 | 55 | 79 | 84 | 63 | 50 | 54 | 49
O=c1c2ccccc2nc(CN2CCOCC2)n1/N=C/c1ccccc1 | 100 | 101 | 91 | 104 | 101 | 98 | 104 | 104 | 103
CC1(C)CC[C@]2(C(=O)O)CC[C@]3(C)C(=CCC4[C@@]5(C)C[C@@H](O)[C@@H]6OC(c7ccc(Cl)cc7)OC[C@@]6(C)C5CC[C@]43C)C2C1 (some centres undefined) | 97 | 78 | 72 | 79 | 78 | 86 | 78 | 79 | 65
O=C(O)CCC(=O)c1ccc([N+](=O)[O-])cc1 | 99 | 100 | 102 | 99 | 109 | 103 | 107 | 96 | 111
O=C(OC(=O)C1CCCCC1)C1CCCCC1 | 93 | 112 | 104 | 100 | 119 | 109 | 95 | 113 | 106
O=c1nc(Nc2ccccc2)sc2ccccc12 | 105 | 78 | 85 | 91 | 100 | 95 | 109 | 93 | 107
O=S(=O)(NCCNc1nccc(-c2c(-c3cccc(F)c3)nc3occn23)n1)c1cccc(F)c1 | 97 | 67 | 56 | 82 | 72 | 80 | 78 | 64 | 47
COc1cc(C)ccc1Oc1nc(Nc2ccc(N3CCOCC3)cc2)ncc1NCc1cccc(OC(F)(F)F)c1 | 104 | 100 | 65 | 107 | 99 | 94 | 103 | 97 | 104
COc1cc(C(=O)N2CCOC23CCN(Cc2ccccc2)CC3)cc(OC)c1OC | 107 | 100 | 131 | 101 | 99 | 93 | 112 | / | 109
C#Cc1ccc(NC(=O)c2ccc(/C=C/C(=O)c3nccn3C)cc2)c(F)c1 | 41 | 43 | 20 | 20 | 11 | 11 | 13 | 21 | 6.3*
CCCN1CSC(=S)N(CCC)C1 | 103 | 104 | 69 | 96 | 107 | 105 | 71 | 106 | 116
c1ccc(C2OCCOC2c2ccccc2)cc1 (centres undefined) | 99 | 92 | 96 | 91 | 103 | 99 | 103 | 97 | 108
COC(=O)C(=O)C(Cc1ccccc1)NC(=O)c1[nH]c2ccccc2c(=O)c1C (centres undefined) | 104 | 96 | 97 | 102 | 102 | 93 | 105 | 101 | 104
CCC(C)N (centres undefined) | 109 | 97 | 104 | 104 | 105 | 110 | 111 | 112 | 102
c1ccc(C2=NN[C@H](c3cn(-c4ccccc4)nc3-c3ccccc3)C2)cc1 | 84 | 26 | 76 | 48 | 49 | 59 | 2.1* | 36 | 29
CCOC(=O)c1[nH]c(C)c(C(=O)O)c1C | 113 | 101 | 90 | 92 | 107 | 109 | 115 | 105 | 110
CC(=O)Nc1ccc(-c2cn(-c3cccc(C(=O)Nc4ccc(Cl)c(C(F)(F)F)c4)c3)nn2)cn1 | -18* | -73* | -63* | -19* | 42 | -68* | -76* | -33* | -73*
